Xi reactivation: activators of X-chromosome reactivation in mouse fibroblasts; XiGFP mouse fibroblasts, % GFP-positive cells imaging, 3 d; cells co-treated with 5-aza-dC sensitizer; scaled so ellipticine positive control = 100%; 360,000 compounds, 0.055% hits; activation, % at 7.58 µM; AID 743238;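 active = mean normalized replicate activation at least 10% and every replicate at or above 10%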;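 also: 0% = median of on-plate neutral control wells and 100% = ellipticine 6 µM median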
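Schedule: 3 d treatment, 15 min room-temperature fixation; system: 68-5-11 XiGFP fibroblast line; buffer or medium: DMEM plus 5-aza-dC sensitizer; control set: ellipticine 6 µM positive control; compound: one concentration, pinned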
E-sel inducer: E-selectin induction on HUVECs. HUVEC E-selectin immunofluorescence imaging; normalized: neutral wells 0, TNF-alpha wells 100. activation, % at 7.58 µM. 260,000 compounds, 0.37% hits;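 active = mean E-selectin-positive cell signal at least 10% of the positive control, reached in at least 60% of replicates, without over 20% cell loss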;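 also: in these data hits start at about 27%; measured in HUVEC primary endothelial cells; signal is the percent of cells scored E-selectin positive by PE staining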
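Read-out: % PE-positive cells | Test system: HUVEC | Doses: One compound dose added by pin transfer | Buffer or medium: EGM-2 over gelatin coat | Signal: Immunofluorescence imaging | Benchmarks: TNF-alpha, DMSO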
esBAF inh: inhibitors of esBAF chromatin remodeling in mouse ES cells; Bmi1-luciferase knock-in reporter, 24 h; 100% = twice the neutral-well signal; reporter increase, % at 12.5 µM; 350,000 compounds, 2% hits; AID 602393; in the data active = activation above about 40%;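 also: 0% = median of the plate's neutral control wells and 100% = double that signal; a rise in the Bmi1 reporter signal indicates esBAF inhibition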
RAD54 inh: blocks human RAD54 Holliday junction branch migration | Q92698 | FAM/BHQ fluorescence | inhibition, % at 10.4 µM | 360,000 compounds, 0.14% hits | AID 602329;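 active = mean normalized replicate activity at least 40 and at least half of replicates scoring 40 or more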;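 also: 0% = median of neutral control wells and 100% = median of positive control wells; inhibitors cause a drop in the FAM fluorescence signal; in these data hits start at about 50%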
RAD52 anneal inh: blocks human RAD52 DNA annealing | recombinant RAD52 DNA annealing, FRET fluorescence | 360,000 compounds, 0.46% hits | P43351 | inhibition, % at 18.7 µM | AID 651710;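 active = every replicate showing at least 50% inhibition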
Target sequence (P43351 whole entry, looked up): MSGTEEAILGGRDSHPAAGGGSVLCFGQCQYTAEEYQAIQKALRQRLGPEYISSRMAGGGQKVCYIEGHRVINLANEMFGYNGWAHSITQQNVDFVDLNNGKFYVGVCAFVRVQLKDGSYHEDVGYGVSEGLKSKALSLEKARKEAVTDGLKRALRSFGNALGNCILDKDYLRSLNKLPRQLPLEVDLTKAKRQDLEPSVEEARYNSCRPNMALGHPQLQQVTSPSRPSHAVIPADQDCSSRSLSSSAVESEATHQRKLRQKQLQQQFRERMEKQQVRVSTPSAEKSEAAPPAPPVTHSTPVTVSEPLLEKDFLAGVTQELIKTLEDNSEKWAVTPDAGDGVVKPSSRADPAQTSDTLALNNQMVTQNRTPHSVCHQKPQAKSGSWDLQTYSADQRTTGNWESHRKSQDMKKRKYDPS
ERp5 inh: inhibitors of human ERp5 | 350,000 compounds, 0.05% hits | inhibition, % at 9.99 µM | AID 651711 | Q15084 | ERp5 insulin aggregation, absorbance 650 nm, 90 min;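 active = mean replicate inhibition above about 25%, with every replicate also reaching it, limit read from the data, passing the limit was not always enough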
Target sequence (Q15084 whole entry, looked up): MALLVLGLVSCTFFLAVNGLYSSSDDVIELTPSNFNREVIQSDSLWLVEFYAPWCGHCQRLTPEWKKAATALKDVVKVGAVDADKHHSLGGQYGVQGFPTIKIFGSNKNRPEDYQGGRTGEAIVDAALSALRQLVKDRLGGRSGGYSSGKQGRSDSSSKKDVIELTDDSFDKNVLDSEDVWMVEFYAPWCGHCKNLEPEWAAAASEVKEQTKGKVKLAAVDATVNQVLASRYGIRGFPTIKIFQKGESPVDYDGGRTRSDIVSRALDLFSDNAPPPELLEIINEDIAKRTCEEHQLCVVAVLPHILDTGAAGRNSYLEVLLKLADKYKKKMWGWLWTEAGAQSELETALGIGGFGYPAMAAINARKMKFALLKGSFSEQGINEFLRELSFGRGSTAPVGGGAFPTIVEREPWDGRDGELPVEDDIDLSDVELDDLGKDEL
ERAP1 inh: blocks human ERAP1 aminopeptidase activity; Q9NZ08; AID 652197; inhibition, % at 10.7 µM; recombinant ERAP1, Leu-AMC fluorescence, 60 min; 340,000 compounds, 0.15% hits;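 active = mean replicate inhibition of at least 30%, or all replicates individually reaching that 30% level; inactive = mean below 30% and not every replicate reaching it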;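 also: 0% = neutral control wells and 100% = L-leucinethiol positive control wells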
S100A4 inh HTS: inhibitors of human S100A4 binding to myosin IIA peptide; P26447; S100A4/TAMRA-MyoIIA peptide fluorescence polarization; inhibition, % at 10.7 µM; 360,000 compounds, 0.14% hits;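 active = mean inhibition of at least 70% across replicates, with every replicate also reaching that level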
Target sequence (P26447 whole entry, looked up): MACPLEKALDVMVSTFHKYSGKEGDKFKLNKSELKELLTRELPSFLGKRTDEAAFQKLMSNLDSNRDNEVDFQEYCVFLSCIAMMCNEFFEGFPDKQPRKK
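System – human S100A4 monomer protein, biochemical binding assay · Buffer or medium – Calcium-containing HEPES buffer, pH 7.2 · Timing – 5 min between mix addition and reading · Also added – TAMRA-labelled myosin IIA heavy-chain peptide probe, 5 nM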
Starred values were filed as active, the others as inactive.

Start of the listing, in advance, 2 compounds:
`CC(=O)N1[C@H](CO)[C@H]2c3ccccc3N(S(=O)(=O)c3ccc(F)cc3)C[C@H]21` gave Xi reactivation 0.3, E-sel inducer 0.8, esBAF inh -4 and RAD54 inh -3.
Screening O=C(OCC(=O)N1CCOCC1)c1ccc(Cl)nc1 returned esBAF inh 4, RAD54 inh 0, RAD52 anneal inh -2, ERp5 inh 1, ERAP1 inh 0 and S100A4 inh HTS 2.

Results, repeating the preview:
`CC(=O)N1[C@H](CO)[C@H]2c3ccccc3N(S(=O)(=O)c3ccc(F)cc3)C[C@H]21` gave Xi reactivation 0.3, E-sel inducer 0.8, esBAF inh -4 and RAD54 inh -3.
Screening O=C(OCC(=O)N1CCOCC1)c1ccc(Cl)nc1 returned esBAF inh 4, RAD54 inh 0, RAD52 anneal inh -2, ERp5 inh 1, ERAP1 inh 0 and S100A4 inh HTS 2.
`CC(=O)O[C@H]1C[C@@H]2CC[C@@H]3[C@H](CC[C@@]4(C)[C@H]3C[C@H]([N+]3(C)CCCCC3)[C@@H]4OC(C)=O)[C@@]2(C)C[C@@H]1[N+]1(C)CCCCC1` gave Xi reactivation 0.4, E-sel inducer 1.7, esBAF inh -2, RAD54 inh -12, RAD52 anneal inh 48, ERp5 inh 7, ERAP1 inh -3 and S100A4 inh HTS 0.
Cc1ccccc1CC1(CO)CCCN(Cc2ccn[nH]2)C1 (configuration not stated) was read as Xi reactivation 0.0, E-sel inducer 0.6, esBAF inh -7, RAD54 inh -3, RAD52 anneal inh -35, ERp5 inh 4, ERAP1 inh -1 and S100A4 inh HTS 0.
`CCCNC(=O)N1CC2(C1)[C@H](c1ccccc1)[C@@H](CO)N2C(=O)C1CC1` gave Xi reactivation 0.2, E-sel inducer -0.1, RAD52 anneal inh -14, ERp5 inh -1, ERAP1 inh 1 and S100A4 inh HTS -3.
COc1ccc2c(C)c(CC(=O)N3CCN(C(=O)C4COc5ccccc5O4)CC3)c(=O)oc2c1C (configuration not stated) was read as Xi reactivation 0.0, esBAF inh 2, RAD54 inh -9, RAD52 anneal inh -8, ERp5 inh -15, ERAP1 inh 0 and S100A4 inh HTS -1.
Screening Cc1cccc(Cc2cnc(N3C(=N)SC(c4ccccc4)C3=O)s2)c1 (configuration not stated) returned Xi reactivation 0.0, RAD52 anneal inh -6, ERp5 inh 7, ERAP1 inh -2 and S100A4 inh HTS -2.
Screening CC(C)C[C@@H](CN1CCC[C@@H]1CN1C(=S)NC[C@@H]1Cc1ccccc1)N1C[C@H](Cc2ccc(O)cc2)N(CC2CCCCC2)C1=S returned Xi reactivation 0.0, E-sel inducer -8.1, esBAF inh 2, RAD54 inh -4, RAD52 anneal inh -14, ERp5 inh 4 and S100A4 inh HTS -1.
`O=C1OC(c2ccccc2)Sc2ccccc21` (configuration not stated) gave Xi reactivation 0.2, E-sel inducer -0.4, esBAF inh -3, RAD54 inh 6, RAD52 anneal inh -8, ERp5 inh -15, ERAP1 inh -1 and S100A4 inh HTS 8.
`CCC(=O)Nc1nc(C)c(C(=O)Nc2cccc(Cl)c2)s1` gave Xi reactivation 0.0, esBAF inh 4, RAD54 inh 6, RAD52 anneal inh -6, ERp5 inh 1, ERAP1 inh 3 and S100A4 inh HTS -1.
Screening COc1cccc(-c2nc(-c3ccccc3)c3ccc(Cl)cc3n2)c1 returned Xi reactivation 0.2, E-sel inducer -6.4, RAD52 anneal inh -5, ERp5 inh -1 and S100A4 inh HTS -1.
`CCC(=O)N1[C@H](CO)[C@H]2c3ccccc3N(C(=O)Nc3cccc(Cl)c3)C[C@H]21` gave Xi reactivation 0.1, E-sel inducer 0.1, esBAF inh 0, RAD54 inh 8, RAD52 anneal inh 1, ERp5 inh -2, ERAP1 inh -1 and S100A4 inh HTS -6.
Screening CS(=O)(=O)c1ncc(Cl)c(C(=O)Nc2ccc3ccccc3c2)n1 returned Xi reactivation 0.4, RAD52 anneal inh -15, ERp5 inh 2, ERAP1 inh 1 and S100A4 inh HTS 3.
`C[C@@H]1CN([C@H](C)CO)C(=O)c2cc(NS(=O)(=O)c3ccccc3)ccc2O[C@H]1CN(C)S(=O)(=O)c1ccccc1` gave Xi reactivation -0.5, E-sel inducer -5.5, esBAF inh 2, RAD54 inh -4, RAD52 anneal inh -6, ERp5 inh 0, ERAP1 inh 2 and S100A4 inh HTS -22.
For COc1cc(C(=O)NC2CCCCCCC2)cc(OC)c1OC the results were Xi reactivation -0.1, RAD52 anneal inh -16, ERp5 inh 3 and S100A4 inh HTS -1.
O=C(Cc1ccccc1)NCC(=O)OCC(=O)c1ccc(Cl)cc1 was read as Xi reactivation 0.3, E-sel inducer -0.1, esBAF inh -5, RAD54 inh 0, RAD52 anneal inh 7, ERp5 inh 2, ERAP1 inh -2 and S100A4 inh HTS -6.
`CCOC(=O)c1sc(NC(=O)CSc2nnc(-c3ccco3)n2CC)c(C(=O)OCC)c1C` gave esBAF inh 10, RAD54 inh -7, RAD52 anneal inh -12, ERp5 inh -1, ERAP1 inh -1 and S100A4 inh HTS -1.
Screening CN1C(=O)c2cc(NC(=O)C3CCCC3)ccc2OC[C@@H]2O[C@H](CC(=O)Nc3ccccc3)CC[C@@H]21 returned Xi reactivation -0.1, E-sel inducer 0.0, esBAF inh -1, RAD54 inh -2, RAD52 anneal inh 12, ERp5 inh 3, ERAP1 inh -2 and S100A4 inh HTS 1.
CC(C)NC(=O)N(C)C[C@@H]1OCCCC[C@@H](C)Oc2ccc(NS(C)(=O)=O)cc2C(=O)N([C@@H](C)CO)C[C@H]1C was read as Xi reactivation -1.2, E-sel inducer -0.3, esBAF inh 1, RAD54 inh -3, RAD52 anneal inh 6, ERp5 inh 0, ERAP1 inh -3 and S100A4 inh HTS -1.
Screening O=C(C1CCCCC1)N1CC(=O)N2[C@H](C1)[C@H](c1ccc(Br)cc1)[C@@H]2CO returned Xi reactivation 0.0, E-sel inducer 0.0, RAD52 anneal inh -8 and ERp5 inh 2.
CCN1CC(=O)N2[C@H](C1)[C@@H](c1ccc(Br)cc1)[C@@H]2CO was read as Xi reactivation 0.0, E-sel inducer -0.1, RAD52 anneal inh 7, ERp5 inh 2, ERAP1 inh 1 and S100A4 inh HTS 0.
Cc1cc(=O)[nH]c(SCC(=O)Nc2ccc(N3CCCCC3)cc2)n1 was read as Xi reactivation 0.1, esBAF inh -3, RAD54 inh -4, RAD52 anneal inh -8, ERp5 inh -2, ERAP1 inh -3 and S100A4 inh HTS -4.
For Cc1ccc(-c2nnc(CN3CCN(C)CC3)o2)cc1 the results were Xi reactivation 0.1, E-sel inducer -0.1, esBAF inh 8, RAD54 inh -6, RAD52 anneal inh -20, ERp5 inh 1, ERAP1 inh 0 and S100A4 inh HTS 4.
`CCC[C@H]1CN(c2ccc(Br)cc2)C(=O)[C@@H]1CC(=O)NC` gave Xi reactivation 0.0, E-sel inducer -0.1, esBAF inh -11, RAD54 inh 0, RAD52 anneal inh -9, ERp5 inh -1, ERAP1 inh 5 and S100A4 inh HTS -2.
For O=C(NC1CCCCC1)C(c1ccc(F)cc1)N(CCN1CCOCC1)C(=O)c1ccc(-c2ccccc2)[nH]1 (configuration not stated) the results were Xi reactivation 0.0, E-sel inducer 0.3, RAD52 anneal inh -31, ERp5 inh 0, ERAP1 inh -5 and S100A4 inh HTS 6.
`COc1ccc(NC(=O)Nc2ccc3c(c2)C(=O)N([C@@H](C)CO)C[C@H](C)[C@@H](CN(C)C)O3)cc1` gave Xi reactivation -1.1, E-sel inducer 41*, esBAF inh -3, RAD54 inh 8, RAD52 anneal inh 8, ERp5 inh 0, ERAP1 inh 1 and S100A4 inh HTS -1.
`OC[C@@H]1CN(Cc2ccc3c(c2)OCO3)C[C@H](n2cnc3c(N4CCN(c5ccccc5)CC4)ncnc32)O1` gave Xi reactivation -0.2, E-sel inducer -0.2, esBAF inh -1, RAD54 inh 4, RAD52 anneal inh 12, ERp5 inh -1, ERAP1 inh 1 and S100A4 inh HTS 1.
For O=C(CN1N=C(c2ccccc2)CCC1=O)NCc1cccs1 the results were Xi reactivation 0.0, E-sel inducer -0.5, RAD52 anneal inh 5, ERp5 inh 0 and S100A4 inh HTS 2.
For Cc1ccc(CC(=O)N(Cc2ccccc2)c2ccccn2)cc1 the results were Xi reactivation 0.5, E-sel inducer -2.3, esBAF inh -4, RAD52 anneal inh -5, ERp5 inh 0, ERAP1 inh 9 and S100A4 inh HTS 2.
Screening CCOC(=O)C1=C(C)N(CCCC(=O)O)C(=O)NC1C(CC)CC (configuration not stated) returned Xi reactivation 0.4, E-sel inducer 1.9, esBAF inh -2, RAD54 inh -4, RAD52 anneal inh 0, ERp5 inh 2, ERAP1 inh 0 and S100A4 inh HTS 2.
CCN1CCN(CCCNC(=O)c2ccc(/C=C3/Sc4ccccc4N(Cc4ccccc4F)C3=O)cc2)CC1 was read as Xi reactivation -0.2, esBAF inh -77, RAD54 inh 54*, RAD52 anneal inh 76*, ERp5 inh 4, ERAP1 inh 11 and S100A4 inh HTS 1.
For Cc1ccc(NC(=O)Cn2c(=O)oc3ccccc32)cc1C the results were Xi reactivation -0.1, E-sel inducer 0.2, esBAF inh 5, RAD54 inh -7, RAD52 anneal inh 8, ERp5 inh 3, ERAP1 inh 1 and S100A4 inh HTS 2.
For C[C@@H]1CN([C@H](C)CO)C(=O)Cc2cc(NC(=O)C3CCCCC3)ccc2O[C@H]1CN(C)Cc1ccccc1 the results were Xi reactivation 0.3, E-sel inducer -0.3, esBAF inh -1, RAD54 inh -18, RAD52 anneal inh 11, ERp5 inh 1, ERAP1 inh 0 and S100A4 inh HTS -24.
`NS(=O)(=O)c1ccc(Nc2ccc3cc(S(=O)(=O)N4CCCCC4)ccc3n2)cc1` gave Xi reactivation 0.0, E-sel inducer -0.1, esBAF inh 1, RAD54 inh 14, RAD52 anneal inh -7, ERp5 inh -1, ERAP1 inh 9 and S100A4 inh HTS -3.
Screening O=C(CSc1nnc(NC(=O)C2CC2)s1)Nc1ccccc1C(F)(F)F returned Xi reactivation -0.1, E-sel inducer 0.0, esBAF inh -5, RAD54 inh 3, RAD52 anneal inh 4, ERp5 inh -3, ERAP1 inh -2 and S100A4 inh HTS 2.
`Cc1cnc(NC(=O)c2cc3ccccc3o2)s1` gave Xi reactivation 0.0, RAD52 anneal inh -6, ERp5 inh 1, ERAP1 inh 1 and S100A4 inh HTS 2.
Screening COc1ccc(CCC(=O)NCCS(=O)(=O)N2CCN(c3ccc(OC)cc3)CC2)cc1 returned Xi reactivation 0.0, E-sel inducer 16, esBAF inh 2, RAD54 inh 9, RAD52 anneal inh -2, ERp5 inh 1, ERAP1 inh -4 and S100A4 inh HTS -3.
COc1cc(OC)cc(C(=O)NN2CCOCC2)c1 was read as Xi reactivation 0.0, E-sel inducer -0.6, RAD54 inh -2, RAD52 anneal inh -5, ERp5 inh 2, ERAP1 inh 2 and S100A4 inh HTS 0.
For O=C1OCCC/C1=C\c1ccc2c(c1)OCO2 the results were Xi reactivation 0.1, E-sel inducer 0.0, esBAF inh 0, RAD54 inh 7, RAD52 anneal inh -7, ERp5 inh -1, ERAP1 inh -3 and S100A4 inh HTS -4.
COCCNC(=O)C1CCCN(C(=O)c2nc(C)oc2C)CC1 (configuration not stated) was read as Xi reactivation 0.0, E-sel inducer -0.1, esBAF inh -2, RAD54 inh -3, RAD52 anneal inh -49, ERp5 inh -11, ERAP1 inh 1 and S100A4 inh HTS -1.

Source: PubChem BioAssay (Broad Institute)
